Source: PubChem (several laboratories)
CCHF vOTU inh: blocks the CCHF virus ovarian tumor domain protease; actives 0.55% (n = 370,000); AID 651958; CCHFV vOTU protease, Pep-AMC fluorescence; inhibition, % at 11.5 µM; in the data active = inhibition above about 30%; also: 0% = vehicle wells with enzyme and 100% = no enzyme wells
BoNT-A LC inh2: blocks Botulinum neurotoxin A light chain protease | actives 0.17% (n = 360,000) | inhibition, % at 10 µM | AID 588499 | multiplex microsphere protease substrate cleavage, flow cytometry; also: plate controls were buffer without enzyme for full effect and enzyme alone for no effect
PrPC TRFRET: reduces human prion protein on the cell surface. P04156. cell surface PrPC, TR-FRET read-out. inhibition, % at 13.8 µM. actives 0.43% (n = 370,000). AID 720596; in the data active = inhibition above about 24%; also: 0% = median of the test wells and 100% = reference compound wells
FadD28 binding: M. tuberculosis FadD28 bisubstrate binding inhibition. inhibition, % at 12.5 µM. AID 588549. FadD28 bisubstrate probe binding, fluorescence polarization. actives 0.22% (n = 360,000); in the data active = inhibition above about 8.5%, passing the limit was not always enough; inconclusive = no clear call, values can overlap the other calls
Y pestis TopoI: Y. pestis Topo-I inhibition via cleavage products. Y. pestis Topo-I cleavage product accumulation, plate reader. activity, % at 10 µM. AID 504884. actives 0.064% (n = 360,000); in the data active = activity above about 50%, passing the limit was not always enough; inconclusive = no clear call, values can overlap the other calls; also: inactives centre near 2
TcdB inh: inhibitors of Clostridioides difficile toxin B glycohydrolase. inhibition, % at 9.99 µM. actives 0.24% (n = 350,000). P18177. AID 652162. TcdB glycohydrolase enzymatic assay, plate reader; in the data active = inhibition above about 10%
Anthrax LF prot: blocks Bacillus anthracis lethal factor protease; P15917; multiplex microsphere protease cleavage assay, LF; inhibition, % at 10 µM; actives 0.12% (n = 360,000); AID 588501; also: plate controls were buffer without enzyme for full effect and enzyme alone for no effect
Target sequence (P15917 whole entry, looked up): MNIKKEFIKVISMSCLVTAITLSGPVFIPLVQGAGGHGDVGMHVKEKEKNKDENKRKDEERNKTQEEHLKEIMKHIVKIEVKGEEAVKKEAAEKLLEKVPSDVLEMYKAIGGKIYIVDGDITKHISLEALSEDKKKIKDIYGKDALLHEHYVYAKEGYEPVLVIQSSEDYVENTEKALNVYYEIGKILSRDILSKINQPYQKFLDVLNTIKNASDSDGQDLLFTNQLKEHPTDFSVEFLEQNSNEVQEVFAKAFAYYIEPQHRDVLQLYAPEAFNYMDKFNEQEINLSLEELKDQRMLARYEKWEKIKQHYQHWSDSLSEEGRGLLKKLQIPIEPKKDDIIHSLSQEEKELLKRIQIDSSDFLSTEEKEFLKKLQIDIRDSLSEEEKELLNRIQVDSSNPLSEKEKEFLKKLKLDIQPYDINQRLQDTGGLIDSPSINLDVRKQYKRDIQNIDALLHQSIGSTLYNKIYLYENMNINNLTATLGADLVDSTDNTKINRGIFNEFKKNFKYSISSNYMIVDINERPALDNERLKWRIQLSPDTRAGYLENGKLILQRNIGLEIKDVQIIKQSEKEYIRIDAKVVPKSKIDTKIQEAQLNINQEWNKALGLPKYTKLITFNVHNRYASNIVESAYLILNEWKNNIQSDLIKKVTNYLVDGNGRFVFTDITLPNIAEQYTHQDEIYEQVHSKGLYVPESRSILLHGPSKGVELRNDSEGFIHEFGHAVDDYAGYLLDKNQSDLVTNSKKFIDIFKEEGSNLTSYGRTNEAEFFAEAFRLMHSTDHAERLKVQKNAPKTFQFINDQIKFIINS
PfHsp40 yeast: compounds rescuing yeast from Plasmodium falciparum HSP40 toxicity. actives 0.68% (n = 340,000). S. cerevisiae expressing PfHsp40, growth rescue, ATP luminescence. growth rescue, % at 12.5 µM. AID 504582; in the data active = growth rescue above about 28%, passing the limit was not always enough; inconclusive = no clear call, values can overlap the other calls;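 also: yeast W303a lacking pdr1 and pdr3 grown in galactose medium; growth measured after three days at 30 °C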
BoNT F protease: blocks Botulinum neurotoxin F light chain protease; inhibition, % at 10 µM; actives 0.22% (n = 360,000); Multiplex microsphere protease cleavage assay, flow cytometry; in the data active = inhibition above about 35%, passing the limit was not always enough; inconclusive = no clear call, values can overlap the other calls; also: plate controls were buffer without enzyme for full effect and enzyme alone for no effect
Numbers without * were called inactive; ? = inconclusive; · = no result given. Rule as the data show it, unless noted: active = inhibition above about 30%; inconclusive = no clear call, values can overlap the other calls; inactive = below that.

SMILES | CCHF vOTU inh | BoNT-A LC inh2 | PrPC TRFRET | FadD28 binding | Y pestis TopoI | TcdB inh | Anthrax LF prot | PfHsp40 yeast | BoNT F protease
COc1ccccc1Nc1nc(Cl)nc(NC(C)(C)C)n1 | 14 | -0.3 | 1 | -6.3 | 11 | 0.9 | 3 | 0.5 | 4
CSc1nc2nc3c(cc2c(=O)n1-c1ccccc1)COC(C)(C)C3 | -4 | -0.3 | -6 | -1.0 | 3 | 1.3 | -3 | -1.7 | 1
COc1cc(C)c(S(=O)(=O)NOCc2ccccc2)c(C)c1C | -4 | · | -3 | -0.1 | 4 | 0.4 | · | 7.8 | ·
O=C(CSCc1c(Cl)cccc1Cl)Nc1nccs1 | 1 | 0.4 | -4 | -3.8 | -1 | · | 13 | -1.5 | -1
O=C(CCN1C(=O)C2C3C=CC(C3)C2C1=O)Nc1ccc2ncccc2c1 (stereo not given) | -5 | 0.9 | 1 | -4.2 | -1 | · | -1 | -1.7 | -6
Cc1cc(NC(=O)c2cc(-c3cccs3)nc3ccccc23)no1 | -60 | 0.3 | -7 | -3.2 | 3 | 0.7 | -8 | -0.6 | -8
O=C(CSc1ncnc2nc[nH]c12)c1ccc([N+](=O)[O-])cc1 | -4 | 0.1 | 0 | -2.5 | 6 | 2.2 | -8 | 0.9 | -2
CCC(=O)Nc1cc(C(=O)NCC2CCCN2CC)c(OC)cc1N(C)C (stereo not given) | -1 | -1.0 | -1 | -1.7 | -2 | · | -3 | 0.2 | -4
O=C(c1[nH]c(C(F)(F)F)nc1-c1ccccc1)N1CCN(Cc2c(F)cccc2Cl)CC1 | -1 | 0.2 | -3 | -0.5 | · | 0.1 | 3 | · | 2
CCCNC(=O)C(Cc1ccc(C(F)(F)F)cc1)NC(=O)c1ccc2ccccc2n1 (stereo not given) | 13 | 0.2 | 13 | -6.0 | 28 | 0.2 | -9 | 0.1 | -8
CC(C)(C)c1cc(C(=S)N2CCCC2)cc(C(C)(C)C)c1O | 16 | -3.7 | 9 | 0.5 | 1 | 0.5 | -14 | 0.0 | -22
CC(C)c1ccc(N(CC(=O)NCc2ccc(F)cc2)C(=O)c2csnn2)cc1 | -2 | 0.5 | 0 | -8.1 | -1 | 1.6 | -2 | 3.5 | -3
Cn1nnnc1SCSc1nnnn1C | -6 | -0.2 | -4 | -0.2 | 7 | · | -1 | -1.6 | -4
COc1cc(NS(=O)(=O)c2cc(NC(C)=O)ccc2OC)c(OC)cc1NC(=O)c1ccccc1 | 14 | 2.0 | 2 | -3.7 | 13 | 3.1 | -1 | 0.2 | -1
CC1CN(CCOCCSc2ccccc2)CC(C)O1 (stereo not given) | 2 | -0.4 | 10 | -1.4 | -1 | 0.5 | 0 | 2.4 | 0
O=C(NN=C1CCCCC1)c1ccccc1OCc1ccc(F)cc1 | 4 | -1.3 | 4 | -0.6 | 6 | 0.8 | -1 | 1.0 | -4
CCN(CC)S(=O)(=O)c1ccc(N2CCOCC2)c(NC(=O)c2ccc(N3CCCC3=O)cc2)c1 | -12 | 5.2 | -1 | -3.1 | 2 | -0.3 | -1 | -1.3 | -16
O=C(CCc1nc(-c2ccc(Cl)cc2)no1)NC1CCCC1 | -2 | 0.9 | -3 | -2.7 | 7 | 1.3 | 2 | 1.0 | 2
O=C(Cn1cnc2c(nnn2Cc2ccc(F)cc2)c1=O)Nc1ccc2c(c1)OCCO2 | 13 | 0.6 | 5 | -3.2 | -1 | 3.2 | -1 | -0.5 | -2
CC(=O)c1ccc(NC(=S)NCCc2ccccn2)cc1 | 9 | 0.6 | -2 | -3.3 | 0 | 1.0 | 1 | 8.8 | 0
Cc1cc(Br)ccc1SCC(=O)OCC(=O)Nc1ccccc1C#N | 9 | 0.9 | 6 | -0.9 | 8 | · | 3 | -1.3 | -1
Cc1ccccc1OCC(O)Cn1c(NCc2ccco2)nc2c1c(=O)[nH]c(=O)n2C (stereo not given) | -20 | -1.2 | -1 | -2.0 | 10 | 0.1 | -8 | -1.2 | -12
COc1cc(OC)c(NC(=O)Cn2cccc2)cc1Cl | -6 | -1.1 | 3 | -0.4 | -8 | · | -7 | 0.0 | -8
CC1(Cc2ccc(C(F)(F)F)o2)C(=O)Nc2ccc(-c3cccc(C(F)(F)F)c3)cc21 (stereo not given) | 36* | -0.1 | 5 | -3.5 | -6 | -0.4 | -1 | · | -5
CCOc1ccccc1C(=O)NC(C)c1ccc(-n2ccnc2)cc1 (stereo not given) | 8 | -0.8 | 0 | -4.3 | 13 | 1.3 | -2 | 0.1 | -5
Cc1ccc(OCCC(=O)N2CCN(c3ccc(O)cc3)CC2)cc1 | 12 | -0.8 | 17 | 0.4 | 15 | -2.0 | -10 | 0.8 | -5
Cc1ccc(-c2nnc(SCc3nc4ccccc4[nH]3)n2Cc2ccco2)cc1 | -13 | -0.4 | 4 | -3.4 | 0 | · | -1 | -0.5 | -4
Cc1ccccc1C(=O)NC(=S)Nc1ccccc1C(=O)O | -3 | -0.2 | 10 | -5.1 | -2 | 1.4 | 3 | -0.6 | -9
O=C(Cc1ccccc1)NCC(=O)Nc1cccc(Cl)c1 | -1 | -2.4 | 2 | -4.3 | -5 | 0.0 | -2 | -1.2 | -5
Cc1cc(C)nc(N(C#N)CC(=O)N(c2ccccc2)C(C)C)n1 | 1 | 0.3 | -4 | -0.5 | 10 | · | 2 | 1.0 | -3
CSc1nc(=S)n(Cc2ccccc2)c(C)c1C(C)=O | 9 | 2.9 | -6 | -1.8 | -6 | · | -1 | 0.7 | 5
CCOC(=O)c1sc(Nc2nc3cc4c(cc3s2)OCO4)cc1C | 2 | -0.1 | 1 | -2.6 | -31 | · | -1 | 0.7 | -2
CCN(CC)C(=O)c1ccc(NC(=O)Cn2nc(C)c3ccccc3c2=O)cc1 | 0 | ? | -4 | -1.1 | -2 | · | -4 | 0.2 | 3
CC1CC(C)CN(S(=O)(=O)c2ccc3c(c2)C(C)(C)C(=O)N3C)C1 (stereo not given) | 15 | -0.1 | 5 | -0.6 | 5 | 1.3 | 2 | -0.5 | -2
CCCn1nnnc1NCc1ccc(Cl)cc1Cl | 9 | -1.0 | 11 | -4.2 | -8 | 2.8 | -2 | -1.0 | -15
Cc1ccc(S(=O)(=O)N2CC(O)CC2C(=O)OCc2nc3sc(C)c(C)c3c(=O)[nH]2)cc1 (stereo not given) | -11 | -0.1 | 2 | -3.6 | -7 | · | 0 | 0.0 | -4
COc1cccc(-c2ccc(C#N)c(OC(=O)c3ccc(Cl)cc3)n2)c1 | -52 | -0.2 | -6 | -2.2 | 4 | · | 0 | 0.7 | -5
CC1(C(=O)NCCc2ccccc2)Cc2c(-c3cccc(C(F)(F)F)c3)ccnc2O1 (stereo not given) | 6 | 0.0 | 6 | -2.7 | 22 | 0.1 | -7 | · | -2
C[C@@H](CSc1ccccc1)CN1CC[C@H](O)CCC1=O | 10 | -0.4 | 0 | -0.7 | 6 | 0.9 | -14 | 0.2 | -1
O=C(COC(=O)C1C2CC3OC(=O)C1C3C2)Nc1ccc(Br)cc1 (stereo not given) | 2 | 0.4 | 3 | -2.1 | 6 | 0.0 | 1 | -1.0 | -8
C/C(=N\Nc1nc2ccccc2nc1C)c1ccccc1O | 4 | -0.5 | 3 | -1.3 | 1 | 1.8 | -5 | 2.3 | -1
COc1ccccc1Cn1c(=S)[nH]c2ccc(F)cc2c1=O | -8 | -0.6 | 108* | -2.4 | -3 | 1.6 | -10 | -0.6 | 14
Cc1cc(-c2cccs2)nc(-n2cccc2)n1 | 6 | ? | -1 | -5.4 | 9 | · | -18 | 0.8 | 10
O=C(CSc1nnnn1C1CC1)N1CCN(c2ccccc2F)CC1 | 33* | -0.1 | 2 | 0.1 | -5 | -5.7 | -2 | 0.7 | -1
COCCNc1oc(/C=C/c2cccs2)nc1S(=O)(=O)c1ccccc1 | -4 | -0.4 | -2 | -1.5 | 9 | 0.7 | 0 | · | -4
COc1ccc(OC(=O)COc2ccc(Cl)cc2)cc1 | -4 | 1.1 | 8 | -0.4 | -6 | 0.2 | 22 | -1.0 | 13
O=C(/C=C/c1cccc(F)c1)Nc1nccs1 | 5 | -0.2 | 0 | -5.3 | 7 | 2.5 | -1 | 0.1 | -5
CCOc1ccc(NC(=O)COn2nnc3ccc(S(=O)(=O)N4CCOCC4)cc32)cc1 | 8 | -2.1 | -4 | 0.1 | 2 | 0.6 | 2 | 6.7 | -9
COc1ccc(NS(=O)(=O)c2ccc(C)c(C(=O)NC3CCN(Cc4ccccc4)CC3)c2)cc1 | -5 | -1.7 | 0 | -2.3 | -1 | 0.4 | -1 | -0.1 | -4
CCN(CC)c1ccc(/C=N/N2C(=O)c3ccccc3C2=O)cc1 | 5 | 0.0 | -3 | 0.6 | 3 | · | -1 | 0.6 | -5
O=C(Nc1cccc(NC(=O)c2ccc(-c3cccc(Br)c3)o2)c1)c1ccco1 | -8 | -0.9 | 0 | -8.7 | 4 | · | -3 | 3.6 | -1
O=C(N/N=C/c1ccc(Br)o1)/C(=C/c1ccc([N+](=O)[O-])cc1)NC(=O)c1ccccc1 | 38* | 8.8 | -27 | -0.7 | 4 | 1.0 | 6 | -1.5 | 9
CN1CCCN(S(=O)(=O)c2cccc(C(F)(F)F)c2)c2nc3ccccc3nc21 | 0 | 5.9 | -2 | 0.3 | 27 | 0.8 | -2 | 0.8 | -4
Cc1c(C(c2ccc([N+](=O)[O-])cc2)c2c(C)n(C)n(-c3ccccc3)c2=O)c(=O)n(-c2ccccc2)n1C | -2 | -0.9 | -4 | 0.7 | 9 | · | -3 | -0.2 | -7
Cc1cc(C)cc(NC(=O)Nc2c(Br)cnn2C)c1 | · | -1.0 | · | · | -8 | · | -7 | 0.0 | 6
COC(=O)c1c(NC(C)=O)sc2c1CCCCC2 | 14 | 1.0 | -1 | 0.4 | -4 | · | 1 | -0.9 | 2
Clc1ccc(N=C2SCC3CCCCN23)cc1 (stereo not given) | 1 | 1.7 | 7 | 0.4 | 21 | 2.3 | -4 | 1.2 | -1
CC/C(=N\NC(=O)c1ccoc1C)c1ccc(C)o1 | 4 | -2.1 | 5 | -0.5 | 3 | 0.4 | 0 | -1.5 | -27
COc1ccc2nc(NNC(=O)C3COc4ccccc4O3)sc2c1 (stereo not given) | 12 | 0.3 | -1 | -2.6 | 2 | 39* | -2 | 0.4 | -8
CC(C)(C)n1cccc1/C=C1\C(=O)NC(=O)N(c2ccccc2)C1=O | -9 | 0.8 | 2 | 1.0 | 1 | · | 6 | 0.6 | 2

Reformatted in CSV form: 3 of the compounds above
SMILES,CCHF vOTU inh,BoNT-A LC inh2,PrPC TRFRET,FadD28 binding,Y pestis TopoI,TcdB inh,Anthrax LF prot,PfHsp40 yeast,BoNT F protease
Cc1c(C(c2ccc([N+](=O)[O-])cc2)c2c(C)n(C)n(-c3ccccc3)c2=O)c(=O)n(-c2ccccc2)n1C,-2,-0.9,-4,0.7,9,·,-3,-0.2,-7
Cc1cc(C)cc(NC(=O)Nc2c(Br)cnn2C)c1,·,-1.0,·,·,-8,·,-7,0.0,6
COC(=O)c1c(NC(C)=O)sc2c1CCCCC2,14,1.0,-1,0.4,-4,·,1,-0.9,2

Next part
SMILES | CCHF vOTU inh | BoNT-A LC inh2 | PrPC TRFRET | FadD28 binding | Y pestis TopoI | TcdB inh | Anthrax LF prot | PfHsp40 yeast | BoNT F protease
C/C(Cl)=C\COc1cc(C)nc2c(Br)cccc12 | -5 | 0.7 | 16 | 1.4 | -2 | 1.4 | -4 | · | -4
Cn1c(SCC(=O)Nc2ccc3c(c2)n(C)c(=O)n3C)nnc1-c1ccncc1 | 2 | 0.8 | 5 | -0.2 | -3 | 1.0 | 0 | -0.9 | 0
CCN(C(=O)c1c(C)cc(=O)oc1C)c1ccc2c(c1)OCO2 | 1 | -0.8 | -4 | 1.6 | 4 | · | -2 | -1.4 | 21
Cc1nn(C)cc1S(=O)(=O)N1CCCC(C(=O)O)C1 (stereo not given) | 7 | -0.2 | -1 | -1.7 | 5 | 1.5 | -3 | -0.2 | -3
